Screens: PubChem BioAssay, several laboratories
CYP2C19 activ: cytochrome P450 2C19 (human) activation; recombinant CYP2C19, luciferin-H EGE luminescence; active compounds read high; 0 = fully inhibited enzyme, 1 = untreated enzyme; activation factor at 5 µM; 96,000 tested, under 10 active; AID 1025;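 active = activation factor of at least 2 at 5 µM in the primary screen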;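 note: 0 = wells with 2.5 mM tranylcypromine and 1 = vehicle-only wells; values of inactives mirror those of a sister screen read the other way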
Target sequence (P33261 whole entry, looked up): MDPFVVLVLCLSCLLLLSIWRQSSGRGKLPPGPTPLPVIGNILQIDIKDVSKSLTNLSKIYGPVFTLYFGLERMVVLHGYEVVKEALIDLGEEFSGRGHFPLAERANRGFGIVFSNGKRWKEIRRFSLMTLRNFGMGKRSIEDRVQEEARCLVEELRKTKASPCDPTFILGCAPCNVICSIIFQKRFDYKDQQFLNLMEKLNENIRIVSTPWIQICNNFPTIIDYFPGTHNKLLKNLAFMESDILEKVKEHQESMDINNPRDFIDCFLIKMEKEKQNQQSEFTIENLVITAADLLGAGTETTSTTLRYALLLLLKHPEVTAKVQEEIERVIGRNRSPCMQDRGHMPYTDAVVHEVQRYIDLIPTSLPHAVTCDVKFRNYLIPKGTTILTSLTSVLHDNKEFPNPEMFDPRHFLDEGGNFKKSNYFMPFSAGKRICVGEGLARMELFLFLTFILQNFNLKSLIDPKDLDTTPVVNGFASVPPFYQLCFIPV
Pyk2 oligo antag: Pyk2 (human) oligomerization antagonism | Q14289 | AID 1347419 | z-score (the deposit names both 25 µM and 10 µM) | Q293 cells, Pyk2 FERM NanoBiT luminescence; active compounds read low | 0.83% of 99,000 active;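 active = Z-score of -3 or lower, scaled per plate to the spread of control and sample wells; inactive = z-score above -3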;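 note: negative z-score means lost luminescence so less FERM oligomerization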
EphB4 ephrin blk: EphB4-ephrin-B2 interaction antagonism | AID 720 | EphB4 LBD / TNYL-RAW-Alexa532 peptide, fluorescence polarization | inhibition, % at 7 µM | P54760 | 0.15% of 97,000 active;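 active = inhibition above the screen-wide mean inhibition plus 3 SD, cut at about 15% in these data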;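 note: 0% = DMSO wells and 100% = excess unlabeled TNYL-RAW peptide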
PLAP act: activates human placental alkaline phosphatase. activation fold at 20 µM. 1.2% of 96,000 active. purified PLAP enzyme, luminescent substrate read-out; active compounds read high; in the data active = activation fold above about 2
PostGolgi yeast: growth inhibition of a yeast mutant, post-Golgi transport screen. 0.9% of 98,000 active. inhibition, % at 10 µM. post-Golgi transport phenotypic cell assay; in the data active = inhibition above about 30%;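 note: yeast cells grown in 1536-well plates; yeast grown about 18 h at 30C before absorbance read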
CYP2C9 activ: CYP2C9 (human) activation | P11712 | activation factor at 5 µM | recombinant CYP2C9, luciferin-H conversion, luminescence; active compounds read high; factor 1 = untreated enzyme, 0 = blocked | 1.4% of 96,000 active;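 active = activation factor of 2 or more for CYP2C9 at a 5 µM dose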;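 note: 0 = sulfaphenazole-blocked wells and 1 = vehicle-only wells; values of inactives mirror those of a sister screen read the other way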
Target sequence (P11712 whole entry, looked up): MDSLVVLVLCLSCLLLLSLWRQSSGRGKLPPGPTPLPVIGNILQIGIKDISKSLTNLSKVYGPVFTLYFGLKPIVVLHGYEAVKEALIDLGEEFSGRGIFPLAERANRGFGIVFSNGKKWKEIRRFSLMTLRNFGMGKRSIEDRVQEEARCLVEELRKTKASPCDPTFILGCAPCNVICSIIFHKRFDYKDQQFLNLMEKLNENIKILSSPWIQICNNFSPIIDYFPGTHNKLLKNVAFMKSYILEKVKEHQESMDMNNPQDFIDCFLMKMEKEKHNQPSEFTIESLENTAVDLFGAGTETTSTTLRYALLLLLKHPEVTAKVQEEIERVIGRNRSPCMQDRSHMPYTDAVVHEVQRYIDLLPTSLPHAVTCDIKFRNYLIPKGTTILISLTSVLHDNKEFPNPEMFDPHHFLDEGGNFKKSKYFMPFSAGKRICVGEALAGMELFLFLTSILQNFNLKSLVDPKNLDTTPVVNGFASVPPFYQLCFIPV
CYP2C19 inhib: blocks human cytochrome P450 2C19; inhibition, % at 5 µM; AID 778; P33261; CYP2C19 Supersomes, luciferin-H EGE luminescence, 30 min; 21% of 96,000 active;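 active = CYP2C19 inhibition above a set limit at 5 µM in the primary screen, cut at about 50% in these data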;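 note: plate controls were negative control wells for no effect and 2.5 mM tranylcypromine positive control for full effect; values of inactives mirror those of a sister screen read the other way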
CYP2C9 inhib: blocks human cytochrome P450 2C9; P11712; CYP2C9 Supersomes, luciferin-H conversion, luminescence; inhibition, % at 5 µM; 20% of 96,000 active;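 active = blocking of liver enzyme CYP2C9 beyond about 50% at 5 µM, limit read from the data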; note: values of inactives mirror those of a sister screen read the other way
E coli WT exp: E. coli BW25113 growth inhibition, expanded screen | OD600 absorbance | growth inhibition, % at 100 µM | 0.15% of 98,000 active;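 active = growth inhibition above about 50% at one test dose, limit read from the data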;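 note: growth measured after 20 h incubation at 37 °C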
* = called active by the depositor; . = no result given.

Sample of the layout, 5 compounds:
SMILES	CYP2C19 activ	Pyk2 oligo antag	EphB4 ephrin blk	PLAP act	PostGolgi yeast	CYP2C9 activ	CYP2C19 inhib	CYP2C9 inhib	E coli WT exp
CCOC(=O)N1CC=C2C(C#N)=C(N)C(C#N)(C#N)[C@H](c3cccs3)[C@H]2C1	1	0.03	-2	1.2	1	0.9	-4	12	0
Cc1ccc(C)c(-c2nc3cc(N)ccc3o2)c1	0.7	-0.62	.	1.1	13	0.8	28	17	8
CCOc1cc(C)c(C(C)C)cc1S(=O)(=O)N1CC(C)OC(C)C1 (stereo not drawn)	0.9	-1.8	-1	1.5	-5	0.8	5	21	2
O=C(CSc1nc2[nH]ncc2c(=O)n1-c1ccccc1)c1ccc2c(c1)OCCO2	0.7	-1.8	7	2.4*	-4	0.6	27	42	-6
CCc1c(C)nc2cc(-c3ccc(OC)c(OC)c3)nn2c1N1CCCC1	0.8	-1.1	0	1.2	-4	0.7	25	27	-12

All compounds of this part, previewed entries included:
SMILES	CYP2C19 activ	Pyk2 oligo antag	EphB4 ephrin blk	PLAP act	PostGolgi yeast	CYP2C9 activ	CYP2C19 inhib	CYP2C9 inhib	E coli WT exp
CCOC(=O)N1CC=C2C(C#N)=C(N)C(C#N)(C#N)[C@H](c3cccs3)[C@H]2C1	1	0.03	-2	1.2	1	0.9	-4	12	0
Cc1ccc(C)c(-c2nc3cc(N)ccc3o2)c1	0.7	-0.62	.	1.1	13	0.8	28	17	8
CCOc1cc(C)c(C(C)C)cc1S(=O)(=O)N1CC(C)OC(C)C1 (stereo not drawn)	0.9	-1.8	-1	1.5	-5	0.8	5	21	2
O=C(CSc1nc2[nH]ncc2c(=O)n1-c1ccccc1)c1ccc2c(c1)OCCO2	0.7	-1.8	7	2.4*	-4	0.6	27	42	-6
CCc1c(C)nc2cc(-c3ccc(OC)c(OC)c3)nn2c1N1CCCC1	0.8	-1.1	0	1.2	-4	0.7	25	27	-12
COc1ccc(/C(N)=N/OC(=O)c2cc(-c3ccccc3)nc3ccccc23)cc1	0.9	0.42	5	0.9	5	0.5	8	47	0
O=C(Nc1ccc(C(=O)Oc2ccccc2)c(O)c1)c1ccco1	0.6	-1.9	-8	1.1	-2	0.6	41	42	-3
Cc1ccc2occ(CN3CCN(Cc4ccccc4)CC3)c(=O)c2c1	0.9	.	-1	1.3	0	1.2	13	-18	1
COc1cc(CNn2cn[nH]c2=S)cc(Cl)c1OCc1ccccc1	0.2	0.87	6	1.2	20	0.8	82*	23	10
CN(C)/C=N/c1nc2ccc3c(c2s1)CCCC3	0.2	1.4	-6	1.5	.	0.9	81*	8	.
O=C(NCc1cccs1)c1ccc(N2CCCCC2)nc1	0.9	1.8	-10	1.2	-1	0.9	5	13	9
Cc1ccccc1-n1c(=O)/c(=C\c2ccco2)s/c1=C(/C#N)C(=O)Nc1ccccc1	0.9	-0.44	-7	1.2	19	0.7	11	35	-13
Cn1c(-c2ccc(C=O)s2)nc2c3ccccc3c3ccccc3c21	1.1	-3.6*	7	1.4	-1	0.8	-10	24	-7
Cc1cc2ccccc2cc1CN1CCOCC1	0.4	0.63	-5	1	-1	1	58*	-1	8
CC1(C)CC(=O)C2=C(C1)N(CCN1CCOCC1)C1=C(C(=O)CC(C)(C)C1)C2c1cccc(Cl)c1	0.8	-0.4	-8	1.8	5	0.7	23	26	1
CCC1Oc2ccc(C)cc2N(CC(=O)NCCN2C(C)CCCC2C)C1=O (stereo not drawn)	1	2	.	1.2	8	1.1	-1	-8	-7
Cc1ccc(OCC(O)Cn2c(N3CCOCC3)nc3c2c(=O)[nH]c(=O)n3C)cc1 (stereo not drawn)	1.1	-0.31	-13	1.1	-6	1.1	-9	-15	5
CC1(C)CN=C(N2CCN(C3=NCC(C)(C)S3)CC2)S1	0.9	.	.	1.7	.	1	9	4	.
Cn1c(Cl)cnc1C(O)c1ccccc1 (stereo not drawn)	0.9	-0.12	-4	0.9	2	0.9	12	8	-1
Cc1nnc(SCC(=O)Nc2ncc(Cc3ccc(F)cc3)s2)n1N	0.9	0.4	-5	1	11	0.8	5	20	-2

Some entries already given, limited to PostGolgi yeast, PLAP act and CYP2C9 activ:
compound	PostGolgi yeast	PLAP act	CYP2C9 activ
CC1(C)CC(=O)C2=C(C1)N(CCN1CCOCC1)C1=C(C(=O)CC(C)(C)C1)C2c1cccc(Cl)c1	5	1.8	0.7
CCC1Oc2ccc(C)cc2N(CC(=O)NCCN2C(C)CCCC2C)C1=O (stereo not drawn)	8	1.2	1.1
Cc1ccc(OCC(O)Cn2c(N3CCOCC3)nc3c2c(=O)[nH]c(=O)n3C)cc1 (stereo not drawn)	-6	1.1	1.1
CC1(C)CN=C(N2CCN(C3=NCC(C)(C)S3)CC2)S1	.	1.7	1
Cn1c(Cl)cnc1C(O)c1ccccc1 (stereo not drawn)	2	0.9	0.9

Going on with the list:
SMILES	CYP2C19 activ	Pyk2 oligo antag	EphB4 ephrin blk	PLAP act	PostGolgi yeast	CYP2C9 activ	CYP2C19 inhib	CYP2C9 inhib	E coli WT exp
CCCCCC(=O)N/N=C/c1cccs1	0.6	0.56	-3	1.1	-14	0.9	37	13	8
COc1ccc(S(=O)(=O)N2CCN(S(=O)(=O)c3ccc4c(c3)OCCO4)CC2)cc1	1	0.07	4	0.9	9	1	2	4	-17
CC1C(c2ccccc2)C(C#N)(C#N)C2(C#N)C(=O)NC1(N)C2C (stereo not drawn)	0	0.12	-1	1.1	-4	0.7	98*	34	7
COC(=O)c1sc(S(=O)(=O)N2CCN(c3ccccc3)CC2)c(C(=O)OC)c1C	0.1	-2	3	1.4	3	0.2	89*	78*	1
O=C(NCCSCc1ccco1)Nc1ccccc1	0.2	1.5	7	1	-1	0.7	79*	25	17
CC(=O)Nc1ccc(C(=O)N2CCCC2)cc1	0.9	-0.11	-3	1	6	1.1	6	-10	0
Cc1nc2ccc(N)cc2s1	1	.	-3	0.9	2	1.1	2	-8	10
COc1ccc(NS(=O)(=O)c2cccc(C(=O)OCC(=O)Nc3cc(C)on3)c2)cc1	0.9	-0.38	1	1.1	-20	0.3	10	71*	-5
CCCC(=O)N1CCc2[nH]c3ccccc3c2C1	0.7	0.41	-10	1	6	0.9	25	8	5
O=C(O)c1cnn2c(C(F)F)cc(C3CC3)nc12	1	0.38	-1	0.9	1	1	-4	0	-5
COC(=O)c1ccc(CSc2ccc3nnc(-c4ccccc4)n3n2)o1	0.4	.	-2	1.7	0	0	64*	96*	-10
CC1(C)SC(=S)N(Cc2ccc3c(c2)OCO3)C1N(O)C(=O)NC1CCCCC1 (stereo not drawn)	0.6	-2	4	0.9	-2	0.3	42	72*	-8
Cc1ccc2c(c1)N(Cc1ccc3c(c1)OCO3)C(=O)C(C)O2 (stereo not drawn)	0.4	-1.2	-8	0.7	1	0.7	61*	33	12
Cc1cc(C)nc(N(C#N)CC(=O)Nc2ccccc2)n1	1	-0.15	0	0.9	-3	0.9	-3	7	2
Cc1coc(C)c1C(=O)CC1(O)C(=O)N(Cc2ccccc2)c2ccccc21 (stereo not drawn)	0	0.24	8	0.9	-3	0.6	98*	39	1
CC1(c2ccccc2)NC(=S)N2C1NC(=S)N2c1ccccc1 (stereo not drawn)	0.3	0.18	4	0.9	-1	0.7	70*	33	-3
COc1ccccc1N1CCN(C(=O)CCn2c(=O)[nH]c3ccccc3c2=O)CC1	0.6	1.1	3	1.3	-6	0.8	35	16	1
COc1ccc(OC)c(NC(=O)NC2(C(F)(F)F)Oc3ccccc3O2)c1	0.6	-1.3	-6	0.9	-4	0.7	38	34	-4
COc1cccc(/C=C2\N=C3CCCCCN3C2=O)c1	0.9	0.44	0	1	0	0.9	15	6	7
CCN(CC)c1ccc(NC(=O)CN2C(=O)CSc3ncccc32)c(C)c1	1.2	.	-4	1	-5	1.2	-22	-16	0
CN(C(=O)c1ccncc1)c1nnc(-c2ccncc2)s1	0	0.9	.	1.2	-5	0.1	96*	94*	7
COc1ccc(CCNC(=O)C2CC(c3ccccc3[N+](=O)[O-])=NO2)cc1 (stereo not drawn)	0.8	.	-5	0.9	-9	0.6	21	40	3
CCn1c(-c2cc(Cl)ccc2OC)n[nH]c1=S	0.7	0.56	3	0.8	-1	1	28	4	-8
CC(NS(=O)(=O)c1ccccc1)C(=O)Nc1ccc(S(N)(=O)=O)cc1 (stereo not drawn)	.	1.5	3	.	-6	.	.	.	-6
CCCCNC(=O)C1CCCN(S(=O)(=O)c2ccc(-n3cnnn3)cc2)C1 (stereo not drawn)	1	0.61	7	0.9	-1	0.9	2	10	-1
Cc1cc(NC(=O)c2noc3c2CCCC3)nn1Cc1ccc(Cl)cc1	0.9	-1.8	-12	0.9	-11	0.9	6	11	6
O=C(NCc1ccccc1)N(Cc1cc2cc3c(cc2[nH]c1=O)OCCO3)CC1CCCO1 (stereo not drawn)	0.5	-0.72	3	1.6	-6	0.6	46	44	5
CCOC(=O)N1CCN(C(=O)C(NC(=O)c2ccc(CC)cc2)C(C)C)CC1 (stereo not drawn)	1.2	0.01	-8	1.3	27	1.1	-16	-7	13
O=C(O)c1ccc2[nH]c3c(c2c1)CSCC3	1.1	0.3	-4	1	-3	1.1	-14	-6	3
Cc1nn(C)c(C)c1S(=O)(=O)N1CCCC(C(=O)NCC2COc3ccccc3O2)C1 (stereo not drawn)	1	.	5	1.2	8	1.3	4	-35	-2
Cc1ccc2c(c1)-c1c(cnn1CC(=O)N1CCCN(Cc3ccccc3F)C1)CO2	0.6	.	.	1.3	0	0.9	35	15	9
CCOP(=O)(c1ccc(N(C)C)cc1)C(O)c1c(Cl)cccc1Cl (stereo not drawn)	0.4	-0.14	-9	1.3	-2	0.4	65*	59*	-1
O=C(CN1CCCCC1)N1c2ccccc2Oc2ccccc21	0.7	-0.03	3	1.1	2	1	31	-5	8
FC(F)(F)c1cc(-c2cccs2)n[nH]1	0.6	-0.86	2	0.8	-5	0.9	38	9	26
O=S1(=O)C=CC(N2CCOCC2)C1 (stereo not drawn)	1.1	-0.12	0	1	5	1.2	-12	-20	-4
CC1CCCCC1N=CC1=C(O)CC(C)(C)CC1=O (stereo not drawn)	1	-0.12	9	0.8	-3	1	-4	-2	2
COc1ccc(CC(NC(C)=O)C(=O)NC2CCN(C(=O)Nc3ccc(C#N)cc3)CC2)cc1OC (stereo not drawn)	0.7	0.06	2	1	12	0.9	32	9	8
